TSHR antagonist: human thyrotropin receptor antagonism. actives 0.2% (n = 330,000). TSHR-expressing cells, TSH-stimulated cAMP HTRF, 2 h; active compounds read low. AID 504810. P16473. activity change, negative = inhibition, % at 11.5 µM;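 active = activity change below a set negative limit, meaning inhibition stronger than a set level, cut at about -70% in these data; inconclusive = activity change between two set negative limits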; also: % is scaled to controls: 0 for no effect and ±100 for the full control effect
Target sequence (P16473 whole entry, looked up): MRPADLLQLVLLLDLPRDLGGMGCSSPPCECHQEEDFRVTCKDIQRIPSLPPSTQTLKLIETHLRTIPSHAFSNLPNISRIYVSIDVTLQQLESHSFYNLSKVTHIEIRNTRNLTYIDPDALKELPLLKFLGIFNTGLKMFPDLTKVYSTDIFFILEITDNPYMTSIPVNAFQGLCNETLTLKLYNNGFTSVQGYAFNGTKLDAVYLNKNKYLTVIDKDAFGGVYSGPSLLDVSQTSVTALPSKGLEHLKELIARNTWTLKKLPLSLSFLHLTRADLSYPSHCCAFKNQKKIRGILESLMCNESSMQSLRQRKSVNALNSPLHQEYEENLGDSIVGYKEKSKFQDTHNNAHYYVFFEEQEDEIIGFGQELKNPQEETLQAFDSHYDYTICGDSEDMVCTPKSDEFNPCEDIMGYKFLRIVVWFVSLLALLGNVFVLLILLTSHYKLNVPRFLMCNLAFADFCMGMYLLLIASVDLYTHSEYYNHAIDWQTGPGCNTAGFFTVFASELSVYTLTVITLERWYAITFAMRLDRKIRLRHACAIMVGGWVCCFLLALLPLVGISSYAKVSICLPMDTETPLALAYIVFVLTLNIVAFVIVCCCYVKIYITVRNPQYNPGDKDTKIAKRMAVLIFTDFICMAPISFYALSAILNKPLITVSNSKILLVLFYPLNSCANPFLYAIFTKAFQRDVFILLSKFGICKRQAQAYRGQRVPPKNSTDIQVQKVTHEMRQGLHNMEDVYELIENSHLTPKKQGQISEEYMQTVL
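Freshly harvested TSHR cells receive pin-tooled compound, then EC80 TSH at 4nM final. After 2 hours at 37 deg C, antibody in lysis buffer and cAMP-d2 are added; 30 minutes at ambient temperature precede the HTRF read.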
Eya2 phos inh: Eya2 (human) phosphatase inhibition | O00167 | actives 0.006% (n = 330,000) | Potency, µM (series often up to 76.9 µM), for inactives: at the top dose activity, negative = inhibition, actives largely listed as inhibitors | AID 488837 | recombinant Eya2, OMFP fluorescence dephosphorylation (OMFP is methylfluorescein phosphate); also: potency is read from the fitted curve at half-maximal effect; % is scaled to controls: 0 for no effect and ±100 for the full control effect
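Eya2 (0.2 uM) preincubated 10 min at ambient with compound, then OMFP substrate added at 50 uM; 10 min reaction in 50 mM HEPES pH 7.5, 50 mM NaCl, 5 uM MgCl2, 0.05% BSA, 1 mM DTT. Fluorescence read at Ex 485/Em 525 nm.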
Mito fusion yeast: inhibitors of mitochondrial division or activators of mitochondrial fusion | actives 0.23% (n = 320,000) | S. cerevisiae fusion-defective mutant growth rescue, CellTiterGlo 48 h | Potency, µM (top dose mostly 46.1 µM), inactives show at the highest dose growth rescue (activation), most hits filed as activators;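 also: potency is read from the fitted curve at half-maximal effect; % of control where 0% means no effect; nearly all actives have a fitted effect of over 45% in size; temperature-sensitive fusion mutants such as fzo1-1 at 37 °C on non-fermentable ethanol glycerol medium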
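Luminescent cell viability in 1536-well qHTS format served as the measure of rescued growth in ts fusion-mutant S. cerevisiae cultured on non-fermentable YPEG for 48 hours at 37C.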
BCR signal inh: chronic active BCR signaling inhibition; ABC-DLBCL IkBa-CBG/CBR reporter, luminescence ratio, 4 h; Potency, µM (top dose mostly 46.1 µM), for the others: at the top dose ratio change, negative = lower green/red ratio, usual class: inhibitors; actives 0.05% (n = 340,000); active = well fitted inhibition curve with a large enough effect in the signal ratio, with a control signal flat, not every such curve was filed as active; inconclusive = small, poorly fitted or top-dose-only effect, or effect the other way, or a change in a side signal; the % refers to the signal ratio;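 also: potency is read from the fitted curve at half-maximal effect; plate controls were basal doxycycline-induced cells for no effect and cells given 10 µM MG132 for full effect; MG132 reads +100%, hits lower the ratio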
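Compounds up to 46 uM were incubated four hours with TMD8 cells whose green CBG68 luciferase is fused to IkappaBalpha; red CBR luminescence normalised the signal, and concentration-effect curves were fitted to fusion, red and ratio data.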
S-ASM inh: inhibitors of human secretory acid sphingomyelinase | actives 0.006% (n = 340,000) | placental ASM, HMU-PC fluorogenic substrate, 60 min | Potency, µM (series often up to 57.5 µM), for the others: top-dose activity change, negative = inhibition, hits mostly inhibitors | AID 504937 | P17405; also: potency is read from the fitted curve at half-maximal effect
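Human placenta-derived ASM enzyme was preincubated with compound for 10 minutes at room temperature, then given fluorogenic substrate HMU-PC0 (9 uM final) for 60 minutes at 37 °C; a pH 10 stop preceded fluorescence reading at Ex 386/Em 447 nm.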
GALK inh: inhibitors of human galactokinase. P51570. Purified GALK, Kinase-Glo residual ATP luminescence. Potency, µM (top dose mostly 57.5 µM), inactives show at the top dose activity change, negative = inhibition, most hits filed as inhibitors. actives 0.007% (n = 270,000); also: potency is read from the fitted curve at half-maximal effect; % is scaled to controls: 0 for no effect and ±100 for the full control effect
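GALK at 5 nM final was combined with compound, 35 uM ATP and 100 uM galactose in HEPES pH8.0 with MgCl2 and DTT. The reaction ran one hour at room temperature before luminescent ATP detection.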
hERG WT inh: KCNH2 (human, wildtype) channel inhibition; actives 0.37% (n = 340,000); Q12809; U2OS, BacMam KCNH2, thallium flux FluxOr; active compounds read low; activity change, % at 1.84 µM;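 active = maximum activity change below -70%; inconclusive = maximum activity change between -70% and -50%; inactive = maximum activity change above -50%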; also: % is scaled to controls: 0 for no effect and ±100 for the full control effect
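U2OS cells transduced with wild-type KCNH2 virus are loaded with FluxOr dye for 45 min, and thallium flux is measured in kinetic reads before and after stimulation buffer. Rate constants are normalized to DMSO controls.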
PKM2 act: PKM2 (human) enzyme activation. P14618. purified PKM2, Kinase-Glo ATP luminescence, activation; response scale: 0% is enzyme alone, no compound. Potency, µM (top dose mostly 57.5 µM), for inactives: at the highest dose activation, usual class: activators. actives 0.34% (n = 260,000); also: potency is read from the fitted curve at half-maximal effect; % is scaled to controls: 0 for no effect and ±100 for the full control effect; nearly all actives have a fitted effect of over 55% in size
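Purified hPK-M2 (>95%) run at intermediate activity with 0.1 mM ADP and 0.5 mM PEP in 50 mM imidazole pH 7.2, KCl, MgCl2; 1 h room temperature. ATP formed read by Kinase-Glo luminescence; normalized to uninhibited and no-enzyme controls.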
Menin-MLL TR inh: displaces Texas Red mutant MLL peptide from human menin; actives 0.23% (n = 270,000); Menin + Texas Red MLL mutant peptide, fluorescence polarization; Potency, µM (titrated, usually from 61.6 µM), for inactives: at the highest dose FP activity change, negative = inhibition, most hits filed as inhibitors; O00255; active = well fitted inhibition curve with a large enough effect in the polarisation, with a control signal flat, not every such curve was filed as active; inconclusive = small, poorly fitted or top-dose-only effect, or effect the other way, or a change in a side signal; inactive = no such curve, though single readings can be large or run the other way; the % refers to the polarisation; also: potency is read from the fitted curve at half-maximal effect; % of control where 0% means no effect; many of its hits are not listed in these tables
USP2a inh: inhibitors of human ubiquitin-specific protease USP2a. O75604. USP2 core, Ub-CHOP2 coupled fluorogenic reporter, 485/531. Potency, µM (highest dose often 38.3 µM), for inactives: at the top dose activity change, negative = inhibition, hits mostly inhibitors. actives 0.01% (n = 330,000). AID 463254;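 also: potency is read from the fitted curve at half-maximal effect; plate controls were DMSO wells for no effect and full inhibition by NEM control for full effect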
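USP2 core (10nM final) preincubated 30min RT with compound in 20mM Tris-HCl pH 8.0, 2mM CaCl2, 2mM beta-mercaptoethanol, 0.05% CHAPS; 25nM Ub-CHOP2 plus 25nM reporter substrate added, fluorescence (Ex485/Em531) read after 60min.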
MBNL1 CUG block: MBNL1-poly(CUG) RNA binding inhibition. Q9NR56. TR-FRET MBNL1-His/biotin-(CUG)12 binding, 665/545 ratio. Potency, µM (top dose mostly 57.5 µM), inactives show at the top dose activity change, negative = inhibition, actives largely listed as inhibitors. actives 0.036% (n = 280,000). AID 2675; active = well fitted inhibition curve with a large enough effect in the signal ratio, with a control signal flat, not every such curve was filed as active; inconclusive = small, poorly fitted or top-dose-only effect, or effect the other way, or a change in a side signal; inactive = no such curve, though single readings can be large or run the other way; the % refers to the signal ratio; also: potency is read from the fitted curve at half-maximal effect; % is scaled to controls: 0 for no effect and ±100 for the full control effect
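His-tagged MBNL1 binding to biotinylated (CUG)12 RNA was measured by TR-FRET using terbium anti-His antibody (0.055 ng/ul final) and streptavidin-XL665 (5 nM final). Compounds were titrated 92 nM to 58 uM; 60 min at room temperature.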
Starred values were filed as active, the others as inactive; i = inactive; ? = inconclusive; . = no result given; [ ] = remark or other dose. Unless noted, calls follow the shape of the dose curve; as a rule, active = well fitted curve in the direction sought with a large enough effect; inconclusive = small, poorly fitted or top-dose-only effect, or another doubt; inactive = no such curve, though single readings can be large; an effect the other way counts as inactive or inconclusive.

Molecule	TSHR antagonist	Eya2 phos inh	Mito fusion yeast	BCR signal inh	S-ASM inh	GALK inh	hERG WT inh	PKM2 act	Menin-MLL TR inh	USP2a inh	MBNL1 CUG block
Oc1ccc(Cl)cc1C1=NNC(c2cccs2)C1 (stereo not drawn)	-5.8	6.7%	10.1%	?	2.0%	-2.4%	-0.9	3.7%	.	4.8%	.
CCn1c(CNC(=O)COc2ccc(C(C)C)cc2)nnc1SCC(=O)Nc1cc(F)ccc1C	-0.4	-6.6%	-2.4%	-0.5%	-0.2%	-2.0%	1.1	1.1%	2.7%	-0.2%	-4.7%
O=Cc1ccc(-n2cc(C=O)c3ccccc32)cc1	-4.7	-0.3%	-5.6%	1.2%	-2.7%	1.1%	-1.5	2.0%	17.9%	0.6%	0.7%
N=C1C(c2nc3ccccc3s2)=C(O)CN1NC(=O)c1c[nH]c2ccccc12	3.0	16.0%	1.9%	?	-1.8%	2.8%	i	-1.6%	?	-0.1%	32.9%[activator]
CC(=O)Nc1cccc(Oc2nc(-c3ccccn3)nc3ccccc23)c1	4.8	?	-2.2%	?	-0.4%	-0.3%	-8.1	-1.2%	.	-0.2%	6.2%
Cc1cc(Cn2ccnc2)c(C)cc1Cn1ccnc1	-3.8	0.2%	-0.2%	0.8%	1.4%	0.4%	4.8	-5.0%	9.1%	2.0%	-11.5%
COc1ccc(O)c(/C=N/c2nc3ccccc3n2C)c1	-7.0	-13.9%	-0.4%	2.0%	2.0%	7.1%	6.3	1.5%[11.5 µM]	1.5%	2.0%	1.9%
O=C(C1CCCN(S(=O)(=O)c2cnc[nH]2)C1)N(CCc1ccccc1)Cc1ccccc1 (stereo not drawn)	-2.3	1.6%	2.3%	3.8%	-1.4%	2.4%	2.9	-2.1%	-9.2%	0.3%	-4.0%
O=C(CCCC(=O)OCC(F)(F)C(F)F)Nc1nccs1	2.7	0.1%	-2.3%	13.0%	2.2%	-1.1%	1.8	8.9%	?	0.8%	-2.1%
Nc1nc(SCCO)[nH]c(=O)c1NC(=O)c1ccco1	1.7	1.2%	5.4%	0.0%	7.0%	.	-3.1	.	.	1.6%	.
Cc1[nH]c2ccccc2c1/C=N/Nc1nc(N2CCCCC2)nc(N2CCCCC2)n1	3.5	-8.6%	26.2%	-0.6%	?	-1.0%	4.2	0.3%	?	2.9%	-16.5%
CCOc1ccc(NC(=O)C(c2ccccn2)N(C(=O)CCl)c2ccc(F)cc2)cc1 (stereo not drawn)	8.2	4.2%	-5.7%	?	-2.4%	1.9%	-4.3	15.4%	-20.4%	3.2%	-5.3%
CCCN(CC(=O)Nc1c(C)cccc1CC)C(=O)SCC	5.2	14.8%	1.1%	1.8%	1.9%	-3.4%	-8.8	-3.5%	-5.7%	-0.6%	-0.3%
CCc1cc(C(=O)N=Nc2c(O)[nH]c3ccc([N+](=O)[O-])cc23)c2ccccc2n1	-11.7	0.0%	-0.3%	?	-21.6%	-0.7%	-8.0	7.8%	?	?	.
COc1ccc(CCC(=O)Nc2ccc(OC)c(S(=O)(=O)N3CCCCC3)c2)cc1OC	-15.4	-22.2%	-0.9%	-3.8%	4.3%	.	-15.3	.	.	-0.4%	.
COCC1CCCCN1C(=O)c1ccc2oc(CCCc3ccccc3)nc2c1 (stereo not drawn)	11.4	-4.0%	-2.9%	9.2%	1.7%	-4.8%	-2.7	3.6%	?	-0.1%	-7.4%
COc1cc(NS(=O)(=O)c2ccc(Cl)cc2)c(C(=O)O)cc1OC	-0.6	4.8%	-1.4%	0.3%	10.8%	.	0.6	0.3%	17.4%	6.3%	2.5%
CCc1n[nH]c(=S)n1/N=C/c1c[nH]c2ccc(Br)cc12	-5.6	-22.5%	5.8%	?	-3.4%	-1.3%	4.1	.	?	9.0%	2.2%
O=C1C2CC=C(Cl)CC2C(=O)N1CN(Cc1ccco1)CN1C(=O)C2CC=C(Cl)CC2C1=O (stereo not drawn)	19.2	-3.0%	6.9%	?	-2.4%	4.0%	2.0	4.7%	8.8%	1.1%	0.2%
Cc1ccc(S(=O)(=O)C2(C(=O)NC3CCCCC3C)CC2)cc1 (stereo not drawn)	-5.3	2.4%	0.3%	6.7%	-0.7%	0.7%	0.8	2.5%	0.1%	9.3%	3.5%
N#Cc1c(-c2ccco2)cc(-c2ccccc2)[nH]c1=O	10.9	-6.3%	-0.8%	?	.	1.7%	-18.4	?	.	2.2%	?
Cc1cc(SCc2cc(=O)[nH]c3ccccc23)nc2ccccc12	3.3	7.6%	2.7%	-10.6%	-11.2%	-0.3%	-0.6	-4.5%	?	3.2%	143.9%[activator]
CC(C)CC(NC(=O)OC(C)(C)C)C(=O)NC(C(=O)N1CCCC1C(N)=O)C(C)C (stereo not drawn)	3.6	9.9%	-2.4%	?	-1.8%	-2.0%	6.9	-15.3%	-11.2%	2.7%	4.6%
CCOC(=O)c1ccc(NC(=O)COc2cc(=O)n(CC)c3ccccc23)cc1	7.6	-34.4%	0.0%	-18.2%	-3.1%	0.2%	-3.8	0.2%	4.7%	0.6%	8.0%
CCN1C(=O)c2cccc3c(Cl)ccc(c23)C1=O	-9.2	5.2%	-5.0%	-1.6%	8.7%	-2.1%	6.5	-3.0%	4.3%	0.8%	19.1%

Quoted from the results shown for reference:
Molecule	TSHR antagonist	Eya2 phos inh	Mito fusion yeast	BCR signal inh	S-ASM inh	GALK inh	hERG WT inh	PKM2 act	Menin-MLL TR inh	USP2a inh	MBNL1 CUG block
Cc1cc(SCc2cc(=O)[nH]c3ccccc23)nc2ccccc12	3.3	7.6%	2.7%	-10.6%	-11.2%	-0.3%	-0.6	-4.5%	?	3.2%	143.9%[activator]
CC(C)CC(NC(=O)OC(C)(C)C)C(=O)NC(C(=O)N1CCCC1C(N)=O)C(C)C (stereo not drawn)	3.6	9.9%	-2.4%	?	-1.8%	-2.0%	6.9	-15.3%	-11.2%	2.7%	4.6%
CCOC(=O)c1ccc(NC(=O)COc2cc(=O)n(CC)c3ccccc23)cc1	7.6	-34.4%	0.0%	-18.2%	-3.1%	0.2%	-3.8	0.2%	4.7%	0.6%	8.0%
CCN1C(=O)c2cccc3c(Cl)ccc(c23)C1=O	-9.2	5.2%	-5.0%	-1.6%	8.7%	-2.1%	6.5	-3.0%	4.3%	0.8%	19.1%

(cont.)
Molecule	TSHR antagonist	Eya2 phos inh	Mito fusion yeast	BCR signal inh	S-ASM inh	GALK inh	hERG WT inh	PKM2 act	Menin-MLL TR inh	USP2a inh	MBNL1 CUG block
Cn1cc(CCNC(=O)c2ccc3nc(Cc4ccccc4F)oc3c2)cn1	-14.4	-5.2%	6.2%	?	-1.4%	-3.6%	0.6	.	-6.4%	1.2%	1.5%
COc1ccc(C(=O)CSc2cc(C)nc(SCC(=O)c3ccc(C)cc3)n2)cc1	-8.0	4.7%	1.2%	-9.4%	-2.5%	-0.3%	-9.9	12.1%	-8.6%	-0.2%	-28.6%
Cc1ccc(-c2cc(C(=O)Nc3cc(C)ccc3O)no2)cc1	-12.5	10.2%	0.9%	?	-1.2%	5.4%	1.6	-11.0%	.	-0.7%	-11.1%
CCc1ccc(-c2ccc3nnc(SC)n3n2)cc1	-0.8	-9.3%	-2.7%	0.8%	9.2%	0.4%	-6.4	-4.3%[0.46 µM]	-6.9%	-0.2%	?
COc1cc(OC)c(OC)cc1CNc1nnnn1C	12.6	-2.7%	-0.1%	-0.3%	-0.3%	-2.0%	1.6	-3.5%	3.5%	0.8%	7.7%
COc1ccc2nc(C)cc(Sc3nc4ccccc4s3)c2c1	11.1	0.6%	-24.7%	?	-5.4%	-1.4%	3.8	8.2%	?	-0.4%	23.9%

This is a subset, so the mix of outcomes need not match the whole.
